# Jurkat NFkB inh: lowers PMA/ionomycin-induced NF-kB signal in Jurkat cells; PMA/ionomycin-induced NF-kB luciferase reporter, luminescence; inhibition, % at 4 µM; 330,000 compounds, 0.53% hits; AID 435003; in the data active = inhibition above about 50%
# TIM10 inh: TIM10 yeast growth inhibition. S. cerevisiae TIM10 strain growth, BacTiter-Glo luminescence, 24 h. inhibition, % at 10 µM. 330,000 compounds, 1.4% hits. AID 463195;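 active = inhibition of 40% or more at the single tested concentration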;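 note: wild-type TIM10 isogenic control strain grown at permissive 25 °C; 0% = DMSO yeast wells and 100% = minimal medium wells without yeast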
# CHOP UPR activ: apoptotic UPR (CHOP) activation | CHO-CHOP luciferase reporter, luminescence; percent of tunicamycin response over DMSO baseline | activation, % at 10 µM | 330,000 compounds, 0.34% hits | AID 449763;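 active = at 10 µM dose, activation of 40% or more, normalized to positive control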;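 note: 100% = tunicamycin at 10 µg/mL and 0% = DMSO alone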
#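 System: CHO CHOP reporter cells. Amount: 500 cells per well. Buffer or medium: F12 medium, 10% FBS. Compound dosing: one dose, 10 µM in 0.5% DMSO. Incubation: 6 h compound exposure at 37 °C after overnight seeding. Technique: Steady-Glo luciferase luminescence. Benchmarks: tunicamycin and DMSO controls.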
# tim23-1 inh: inhibits growth of tim23-1 mutant yeast. AID 463212. inhibition, % at 20 µM. S. cerevisiae tim23-1 growth, BacTiter-Glo luminescence, 24 h. 330,000 compounds, 1.3% hits;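 active = growth inhibition of the mutant yeast at or above 50%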;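 note: temperature-sensitive mutant grown at 25 °C; plate controls were DMSO-treated mutant yeast for no effect and medium wells lacking yeast for full effect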
# Mdm2 MdmX PPI: inhibitors of human Mdm2/MdmX interaction; O15151+Q00987; SaOS-2 split-luciferase Mdm2/MdmX complementation, luminescence; inhibition, % at 8 µM; 330,000 compounds, 3% hits;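 active = inhibition of at least 50% at 8 µM in the primary screen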
# Target sequence (O15151 whole entry, looked up): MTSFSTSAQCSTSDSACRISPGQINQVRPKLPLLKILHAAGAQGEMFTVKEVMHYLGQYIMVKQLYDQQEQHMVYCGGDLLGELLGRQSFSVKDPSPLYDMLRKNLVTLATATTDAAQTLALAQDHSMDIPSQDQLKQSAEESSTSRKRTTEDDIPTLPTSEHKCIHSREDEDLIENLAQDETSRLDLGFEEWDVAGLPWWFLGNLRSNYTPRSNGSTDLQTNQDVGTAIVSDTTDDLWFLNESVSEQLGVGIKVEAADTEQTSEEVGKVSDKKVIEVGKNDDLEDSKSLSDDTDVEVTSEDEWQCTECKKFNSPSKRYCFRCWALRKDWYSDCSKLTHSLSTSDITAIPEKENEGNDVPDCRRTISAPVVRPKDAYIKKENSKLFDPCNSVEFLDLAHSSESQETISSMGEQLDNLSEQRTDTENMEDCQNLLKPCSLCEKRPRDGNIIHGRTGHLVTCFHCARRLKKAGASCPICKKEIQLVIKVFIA
# Target sequence (Q00987 whole entry, looked up): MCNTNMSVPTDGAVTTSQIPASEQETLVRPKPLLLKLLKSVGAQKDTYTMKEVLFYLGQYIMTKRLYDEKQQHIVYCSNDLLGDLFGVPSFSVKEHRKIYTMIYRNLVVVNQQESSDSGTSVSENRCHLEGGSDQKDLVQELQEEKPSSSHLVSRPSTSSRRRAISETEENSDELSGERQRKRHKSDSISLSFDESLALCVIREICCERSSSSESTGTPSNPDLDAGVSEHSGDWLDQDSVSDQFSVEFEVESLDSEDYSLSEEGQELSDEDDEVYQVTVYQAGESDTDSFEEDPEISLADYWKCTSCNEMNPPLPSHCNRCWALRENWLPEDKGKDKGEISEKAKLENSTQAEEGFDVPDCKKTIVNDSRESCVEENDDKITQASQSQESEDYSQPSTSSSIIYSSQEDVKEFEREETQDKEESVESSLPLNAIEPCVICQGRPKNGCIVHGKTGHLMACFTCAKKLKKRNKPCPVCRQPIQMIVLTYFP
# 697 NFkB inh: lowers PMA/ionomycin-induced NF-kB signal in 697 B cells. 697 B-cell NF-kB luciferase reporter, 16 h. inhibition, % at 4 µM. 330,000 compounds, 0.33% hits; in the data active = inhibition above about 35%
# UPR XBP1 act: adaptive UPR (XBP1) activation; CHO-XBP1 luciferase reporter, IRE1-XBP1 UPR activation, luminescence; percent of tunicamycin response, DMSO as zero; activation, % at 20 µM; 330,000 compounds, 0.33% hits; AID 463104;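 active = versus positive control, 20 µM dose yields 30% or more activation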;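 note: 100% = tunicamycin at 10 µg/mL and 0% = DMSO only wells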
#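 incubation = overnight seeding at 37 °C, 6 h compound treatment at 37 °C | assay system = CHO-XBP1 cells stably carrying IRE1-XBP1-driven luciferase reporter | input = 1000 cells per well | detection = luciferase luminescence | dosing = single point, 20 µM final compound, 1% DMSO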
# tim10-1 inh: growth inhibitors of tim10-1 mutant yeast; S. cerevisiae tim10-1 ts strain growth, BacTiter-Glo, 24 h; inhibition, % at 20 µM; 330,000 compounds, 2.2% hits; AID 463190;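 active = inhibition of at least 40%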;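 note: mutant grown at 25 °C; 0% = DMSO wells with yeast and 100% = wells holding no yeast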
# * hit, by the source's call; i = inactive.
SMILES,Jurkat NFkB inh,TIM10 inh,CHOP UPR activ,tim23-1 inh,Mdm2 MdmX PPI,697 NFkB inh,UPR XBP1 act,tim10-1 inh
CCCc1cc(=O)oc2cc(OCC(=O)NCCc3ccc(S(N)(=O)=O)cc3)ccc12,13,3,4.9,4,3,10,4,5
COc1ccc(C)cc1S(=O)(=O)N1CCN(C)CC1c1ccccc1 (centres undefined),-8,5,-0.1,23,-18,-9,-2,13
COc1ccc(-c2nc3ccc(N4CCCC4)cc3c(=O)[nH]2)cc1OC,38,34,3.0,11,52*,-21,7,16
CC(C)NC(=O)c1ccccc1NC(=O)CCc1ccccc1,1,-8,-3.0,-7,-6,-6,4,13
Cc1ccc2c(c1)C(=O)c1c(C(=O)O)cccc1-2,4,14,-0.3,5,10,19,-3,5
CC(=O)Nc1ccc(-n2cc(-c3ccccc3)[nH]c2=S)cc1,-31,10,-0.5,10,-3,-35,-1,13
CCOC(=O)N1CCC(n2c(=S)[nH]c3cc(OCC)c(OCC)cc3c2=O)CC1,16,13,16,-4,43,7,24,10
OC1(CNCc2cn[nH]c2-c2cc3ccccc3o2)CCCCC1,-2,-10,-1.3,3,14,9,-1,12
O=C(NCCCN1CCOCC1)c1cc(-c2ccc(Cl)c(Cl)c2)on1,3,-47,0.2,-6,-8,7,9,-17
Cc1cccc(-c2nc3c(c(SCC(=O)N4CCOCC4)n2)CCCC3)c1,19,2,-0.4,3,19,20,0,4
CCN(CC(=O)Nc1c(F)cccc1F)C(=O)c1ccc(-c2ccc(C(C)=O)cc2)o1,-2,14,0.8,29,-16,7,-1,22
CCc1noc(C)c1C(=O)NCCc1ccccc1,-33,-11,2.7,-1,1,-34,-2,2
O=C(NCCCN1CCCC1=O)NC1CCCCC1,-10,-7,0.3,4,-11,-25,0,5
O=C(COC(=O)CCc1c[nH]c2ccccc12)NCc1ccc2c(c1)OCO2,-1,8,1.0,12,29,13,4,11
C=CCNC(=O)c1ccc(C2SCC(=O)N2Cc2ccco2)cc1 (centres undefined),10,14,-0.2,9,-6,15,-4,5
O=C(CC1Oc2ccccc2NC1=O)NCCCN1CCN(Cc2ccccc2)CC1 (centres undefined),-3,2,-3.0,-5,14,-7,-2,19
COc1ccccc1N=CC=C1OC(C)(C)C(C)(C)O1,-13,14,2.3,7,0,3,1,8
COc1ccc(N=C2S/C(=C\c3ccc(OC(C)C(=O)O)c(OC)c3)C(=O)N2CCc2c[nH]c3ccccc23)cc1 (centres undefined),-6,10,0.8,26,-1,18,-3,28
CNC(=O)Cn1ncc2c(C)n(Cc3ccc(C)cc3)c(C)c2c1=O,2,-4,0.8,11,2,15,2,9
O=C(Nc1ccc(Br)cc1)c1cccc(N2C(=O)C3CCCCC3C2=O)c1 (centres undefined),12,4,0.6,18,7,-2,-3,4
CC1(C)CC(=O)c2cc(NC(=O)c3ccc(F)cc3)c(=O)oc2C1,-18,-1,3.6,-3,15,1,1,11
Cc1ccccc1C(OCC(O)CN1CCCCC1CCO)c1ccccc1 (centres undefined),-19,13,-0.3,10,2,4,-2,10
C/C(=N\Nc1ccc(S(N)(=O)=O)cc1[N+](=O)[O-])c1cccs1,10,-9,5.5,-20,0,16,0,-30
CCSc1nc2cc(S(=O)(=O)N3CCOCC3)ccc2o1,-2,0,0.7,6,24,15,1,0
CC1CN(C(=O)c2cc3cc([N+](=O)[O-])ccc3s2)CC(C)O1 (centres undefined),3,7,-0.6,17,10,34,0,12
COC(=O)c1c(N2C(=O)CC(Sc3ccccc3C(=O)O)C2=O)sc(C)c1C (centres undefined),-2,23,-0.3,28,-15,6,-2,32
O=C(Cc1ccsc1)NNC(=O)c1ccc(F)cc1,13,-2,0.6,-15,14,7,-2,2
COc1ccc(N2C(=O)CC(Sc3nc(C)cc(C)n3)C2=O)cc1OC (centres undefined),20,-3,0.4,12,9,0,-4,-5
O=C(NCCNc1ccc([N+](=O)[O-])cc1)c1cc(F)c(F)cc1Cl,10,19,-2.1,21,-1,-14,1,14
CC1CCN(C(=O)CN2c3cccc4cccc(c34)S2(=O)=O)CC1,13,6,2.4,34,15,21,-1,-23
c1ccc(-c2ccc(-c3cnc4n3CCCCC4)cc2)cc1,-50,10,3.6,35,-41,-64,3,10
O=C(CSc1ncnc2ccccc12)Nc1cc(S(=O)(=O)N2CCCCC2)ccc1Cl,-2,18,2.0,28,10,-8,4,33
Cc1ccc(N(Cc2ccccc2)C(=O)c2cccc(S(=O)(=O)N3CC(C)OC(C)C3)c2)cc1 (centres undefined),-30,23,2.9,19,5,-61,-3,36
C/C(=N\NC(=O)c1ccc(O)cc1)c1ccc2c(c1)OCCO2,-28,-3,3.3,3,4,-20,4,5
COc1ccccc1Oc1ccc2c(c1)C(=O)N(CC1CCCO1)C2=O (centres undefined),6,3,2.9,3,11,-18,1,1
CCCCCSc1nnc(-c2cc(Br)ccc2N)c(=O)[nH]1,6,8,-0.8,-13,0,-2,-1,16
CCn1cc(Br)c(C(=O)Nc2ccc(F)cc2F)n1,-9,6,3.6,17,-14,-8,-1,21
CCN1C(=O)[C@H]2[C@@H](c3ccc(C)cc3)N3C(=O)N(c4ccc(C(F)(F)F)cc4)C(=O)[C@@]3(Cc3ccccc3)[C@H]2C1=O,-7,7,1.4,16,34,4,4,12
O=C(CCc1nnc(Cc2c[nH]c3ccccc23)o1)NC(C1CC1)C1CC1,-3,3,-0.5,11,9,16,0,8
CN1CCN(C(=S)NC(=O)/C=C/c2cccs2)CC1,1,-18,1.1,13,-19,2,-2,8
CCOc1ccc(C(=O)NC2CCN(C(=O)N3CCCC3)CC2)cc1,5,-8,-0.5,-3,11,10,-1,4
CNC(=O)CSc1nc2cc(S(=O)(=O)Nc3ccc(OC)cc3)ccc2o1,12,-4,-2.4,6,24,-1,-3,2
O=c1oc2ccccc2cc1-c1nc2ccccc2o1,-86,20,3.5,14,-84,-98,-1,-2
CN(C)c1ccc(NC(=O)c2cc3c(=O)n4ccccc4nc3n2C)cc1,-10,-23,7.3,-2,24,0,6,4
CC(C)n1c(Oc2ccc(F)cc2)nc2c1c(=O)n(C)c(=O)n2C,-5,12,-1.2,20,19,-7,1,-3
O=C(O)c1cc(NS(=O)(=O)c2ccc(F)cc2)cc(NS(=O)(=O)c2ccc(F)cc2)c1,-3,10,0.4,4,-7,-11,-1,7
O=C(O)COCC(=O)Nc1cc(C(F)(F)F)cc(C(F)(F)F)c1,-4,-13,2.8,3,13,-1,-2,-9
O=C(COC(=O)Cc1c(Cl)cccc1Cl)NCCC1=CCCCC1,12,7,1.4,22,-17,3,-1,12

# Pulled by structure from above, seven records:
SMILES,Jurkat NFkB inh,TIM10 inh,CHOP UPR activ,tim23-1 inh,Mdm2 MdmX PPI,697 NFkB inh,UPR XBP1 act,tim10-1 inh
CCOc1ccc(C(=O)NC2CCN(C(=O)N3CCCC3)CC2)cc1,5,-8,-0.5,-3,11,10,-1,4
O=C(O)c1cc(NS(=O)(=O)c2ccc(F)cc2)cc(NS(=O)(=O)c2ccc(F)cc2)c1,-3,10,0.4,4,-7,-11,-1,7
CN(C)c1ccc(NC(=O)c2cc3c(=O)n4ccccc4nc3n2C)cc1,-10,-23,7.3,-2,24,0,6,4
O=C(CCc1nnc(Cc2c[nH]c3ccccc23)o1)NC(C1CC1)C1CC1,-3,3,-0.5,11,9,16,0,8
O=C(COC(=O)Cc1c(Cl)cccc1Cl)NCCC1=CCCCC1,12,7,1.4,22,-17,3,-1,12
O=c1oc2ccccc2cc1-c1nc2ccccc2o1,-86,20,3.5,14,-84,-98,-1,-2
CCN1C(=O)[C@H]2[C@@H](c3ccc(C)cc3)N3C(=O)N(c4ccc(C(F)(F)F)cc4)C(=O)[C@@]3(Cc3ccccc3)[C@H]2C1=O,-7,7,1.4,16,34,4,4,12

# The list goes on:
SMILES,Jurkat NFkB inh,TIM10 inh,CHOP UPR activ,tim23-1 inh,Mdm2 MdmX PPI,697 NFkB inh,UPR XBP1 act,tim10-1 inh
Cc1[nH]nc2c1C(c1ccccc1)C1=C(CC(C)(C)CC1=O)N2 (centres undefined),-9,-13,-1.3,-48,i,-30,-1,14
Cn1c(=O)c2c(O)c(C=NCc3ccccc3)c(=O)n(C)c2n(C)c1=O,2,11,-0.6,12,9,18,-4,5
CCOc1ccccc1NC(=S)N1CCC(c2nc3ccccc3o2)CC1,7,-2,0.2,20,2,3,3,31
CC(Oc1ccc(C#N)cc1)C(=O)c1ccc(F)c(F)c1 (centres undefined),5,11,-2.1,4,16,-8,1,18
Cc1cc(C)c2c(CCl)cc(=O)oc2c1,5,42*,32,62*,70*,13,41*,49*
Nc1ccc(S(=O)(=O)NC2=NCCCCC2)cc1N,-5,-3,0.7,-1,8,9,3,16
CNC(=O)c1c(NC(=O)c2ccco2)sc(C)c1C,-9,7,1.3,31,29,4,1,28
COc1ccccc1CNC(=O)CN1CCN(c2ccc(C(C)=O)cc2)CC1,-10,17,-1.2,5,-7,-1,-5,2
Nc1c([N+](=O)[O-])cnnc1-c1ccccc1,4,10,0.5,16,18,4,-1,2
CCOC(=O)c1nnc(-c2ccccc2)[nH]c1=O,-16,0,3.3,-1,-7,1,1,12
COc1ccc(/C=N/NC(=O)c2cccnc2)cc1COc1ccc([N+](=O)[O-])cc1,48,13,-0.6,7,51*,-18,0,0
Fc1cc(Br)ccc1Nc1nc2ccccc2n2nnnc12,-19,-7,-0.3,3,23,-19,15,10
